UTI89 phage lysis: inhibition of K1F phage lysis, E. coli UTI89, bacterial capsule biogenesis inhibitors, alamar blue (AID 488966) | E. coli UTI89 K1F phage lysis, alamar blue, 2 h; higher % means a stronger effect | inhibition, % at 100 µM; hits with a dose series show IC50 in µM | actives 0.02% (n = 340,000);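 active = phage lysis inhibition, versus mean bacterial control, above a set limit; inconclusive = no clear call, values can overlap the other calls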;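 note: capsule biogenesis inhibitors block K1F phage lysis so surviving cells raise fluorescence; higher fluorescence means more inhibition of phage lysis; actives were called in the ten point dose series up to 300 µM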
HIV fusion peptide: inhibitors of HIV fusion peptide binding, primary screen, biochemical, uHTS, fluorescence dequenching (AID 1986) | cell-free peptide binding, fluorescence dequenching, 30 min; higher % means a stronger effect | inhibition, % at 20 µM; hits with a dose series show IC50 in µM | actives 0.3% (n = 290,000); in the data active = inhibition mostly above about 52%, no sharp cut-off; inactive = mostly below about 76%; note: some results filed as inactive read as strong as hits
RSV CPE inhibition: RSV antiviral activity via CPE protection, HEp-2 cells, primary 10 µM value included (AID 2391). actives 0.13% (n = 310,000). HEp-2 cells, RSV-induced CPE inhibition; higher % means a stronger effect. one-dose CPE inhibition, % at 10 µM; IC50 in µM for titrated hits; in the data active = a potency from the dose series; inconclusive = CPE inhibition mostly from about 23% at the one dose, without a potency; inactive = the rest, 99 in 100 with CPE inhibition below about 21%; note: strong numbers were not always called active
PhoP inhibition: inhibitors of PhoP regulon expression, primary screen, Salmonella Typhimurium, GFP reporter (AID 1863); actives 0.16% (n = 300,000); inhibition, % at 50 µM; hits with a dose series show IC50 in µM; S. Typhimurium PhoP-regulated promoter GFP reporter, 4 h; higher % means a stronger effect;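 active = inhibition over 29.93%, a cutoff 3 SD above the screen mean, later confirmed by dose response; inconclusive = inhibition over 29.93% but no dose response follow-up; inactive = inhibition at most 29.93% or unconfirmed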;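 note: 0% = low Mg2+ inducing control and 100% = high Mg2+ repressing control; strong numbers were not always called active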
Large T inhibition: SV40 large T antigen inhibitors, biochemical (AID 1903) | SV40 large T antigen ATPase/helicase inhibition assay; higher % means a stronger effect | inhibition, % at 20 µM; hits with a dose series show IC50 in µM | actives 0.39% (n = 310,000); in the data active = a potency from the dose series; inconclusive = inhibition mostly from about 32% at the one dose, without a potency; inactive = the rest, 99 in 100 with inhibition below about 32%; note: strong numbers were not always called active
Dengue-2 NS5 capping: Dengue-2 NS5 methyltransferase inhibitors, primary screen, biochemical, confirmation dose response (AID 588689); Dengue-2 NS5 methyltransferase capping enzyme assay, biochemical; higher % means a stronger effect; inhibition, % at 25 µM, or IC50 in µM where a hit was titrated; actives 0.3% (n = 340,000); in the data active = a potency from the dose series; inconclusive = inhibition above about 29% without an active follow-up result
Rac1 GTP hydrolysis: MgcRacGAP GTPase-activating activity inhibitors, confirmation, biochemical, ADP Hunter fluorescence; MgcRacGAP-stimulated Rac1 GTP hydrolysis, ADP Hunter fluorescence; higher % means a stronger effect; GST-tagged Rac1 F28L mutant substrate; actives 0.6% (n = 340,000); inhibition, % at 30 µM; hits with a dose series show IC50 in µM; Rac GTPase-activating protein 1 (Homo sapiens); AID 624330, 2012;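 active = first-screen hits whose inhibition reached a set limit at any dose in the follow-up dose series; inconclusive = inhibition above the set first-screen limit but never retested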;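 note: fluorescence reports GDP produced by GAP-driven GTP hydrolysis; strong numbers were not always called active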
GPR55 LPI antagonism: GPR55 antagonists blocking LPI-driven arrestin recruitment, primary screen, imaging, U2OS, beta-arrestin-GFP, LPI agonist (AID 2013). actives 0.13% (n = 290,000). G-protein coupled receptor 55 (Homo sapiens). inhibition, % at 10 µM; hits with a dose series show IC50 in µM. U2OS GPR55 beta-arrestin-GFP translocation imaging, LPI antagonism; higher % means a stronger effect;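 active = spots per cell inhibited over 60%, with over 100 cells counted and total cytoplasm intensity under 500,000; inconclusive = wells with under 100 cells, flagged as likely toxic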;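 note: U2OS cells stably carrying GPR55 and arrestin-GFP stimulated by 5 µM LPI near EC80; imaged beta-arrestin-GFP aggregate spots per cell after agonist stimulation; plate controls were LPI-stimulated DMSO wells for no effect and DMSO wells without LPI for full effect; some results filed as inactive read as strong as hits; confirmed hits need IC50 under 10 µM and bright autofluorescent wells are also inconclusive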
GPR35 arrestin U2OS: GPR35 antagonists blocking zaprinast-driven arrestin recruitment, primary screen, imaging, U2OS, beta-arrestin-GFP, zaprinast agonist (AID 2058) | U2OS GPR35 beta-arrestin-GFP translocation imaging, zaprinast antagonism; higher % means a stronger effect | inhibition, % at 10 µM; hits with a dose series show IC50 in µM | actives 0.052% (n = 290,000);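 active = inhibition of at least 50% with at least 30 cells and total cytoplasm GFP at most 10,000,000; inconclusive = under 30 cells or total GFP of 10,000,000 plus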
Dengue-2 NS5 capping pilot replicate: second read-out of Dengue-2 NS5 capping, no call of its own (marks repeat the call); inhibition, %; measured here: pilot screen replicate inhibition
An asterisk follows results filed as active; i = inactive; ? = inconclusive; nt = not tested or not shown; [ ] = dose if it differs, or a comment.

SMILES | UTI89 phage lysis | HIV fusion peptide | RSV CPE inhibition | PhoP inhibition | Large T inhibition | Dengue-2 NS5 capping | Rac1 GTP hydrolysis | GPR55 LPI antagonism | GPR35 arrestin U2OS | others
O=C(c1cnn2c(-c3ccccc3)cc(-c3ccccc3)nc12)N1CCN(Cc2ccccc2)CC1 | 2.3%[50 µM] | nt | 42% | nt | 12% | -15% | 7% | nt | nt
O=C(CSc1nnnn1C1CCCC1)Nc1cccc(NC(=O)c2ccco2)c1 | 3.6% | -0.7% | 2.2% | 8% | 6% | -3% | 2% | 4% | 4%
CC(=O)c1sc(C(C)(C)C)cc1NC(=O)/C=C/C(=O)O | 0.0% | -1.3% | 4.2% | 4% | 8% | -2% | 8% | 9% | -4%
NC1=NC(c2ccc(Cl)cc2)n2c(nc3ccccc32)N1 (configuration not stated) | 11% | -2.1% | 1.1% | 11% | 15% | -2% | 10% | 7% | -4%
Cc1ccc(O)c(-c2cc(C(=O)NCc3ccncc3)[nH]n2)c1 | -0.3% | 0.1% | 0.0% | -3% | 4% | 0% | 5% | 2% | -1%
CC1=C(C(=O)Nc2ccccn2)C(c2cccnc2)n2nnnc2N1 (configuration not stated) | 0.7% | -0.7% | 0.1% | -8% | 15% | -5% | 5% | 23% | 4%
Cc1ccn2c(NC(=O)c3ccco3)c(-c3ccccc3)nc2c1 | i | -1.3% | 0.8% | 1% | 11% | 1% | 0% | 10% | -4%
COC(=O)Cc1ccc(NC(=S)NCc2ccc(F)cc2)cc1 | 0.3% | -2.0% | 1.1% | 12% | 7% | 0% | 4% | -4% | 1%
CCc1cccc(NC(=O)CCCCCC2NC(=O)NC2C)c1 (configuration not stated) | 1.9% | -1.6% | 3.4% | -6% | 26% | -2% | 2% | 5% | 19%
CCOC(=O)/C(=N\Nc1ccccc1Cl)N1CCN(c2ccccc2OC)CC1 | -0.2% | -0.8% | 1.7% | -5% | 19% | -18% | 0% | 4% | 0%
COc1ccc(-c2cc(C(=O)N3CC(C)CC(C)C3)c3ccccc3n2)cc1OC (configuration not stated) | 0.5%[50 µM] | nt | 1.3% | 1% | 9% | 7% | 0% | nt | nt
CC1(C)Oc2ccc(C(=O)N/N=C/c3ccc(O)cc3)cc2NC1=O | 0.4% | -1.9% | -0.7% | 7% | 33% | -4% | ? | -4% | -6%
O=C(C1CC1)N1N=C(c2cccc(Br)c2)CC1(O)C(F)(F)F (configuration not stated) | -0.2% | -0.1% | 2.4% | 9% | 6% | -1% | 7% | 2% | 10% | Dengue-2 NS5 capping pilot replicate=-5.2
O=C1OCCN1C(=O)[C@H]1[C@H](c2ccc(F)cc2)C(c2ccc(F)cc2)=NN1c1ccccc1 | 0.9% | 2.4% | 1.3% | 0% | 3% | -7% | 11% | -4% | -8%
O=C(c1ccc([N+](=O)[O-])cc1)N1CCN(c2cccc3[nH]ccc23)CC1 | -0.4% | -2.0% | 0.7% | -6% | 26µM* | 3% | ? | 3% | 6%
Cc1ccc(S(=O)(=O)Nc2ccccc2F)cc1C(=O)NCCCN1CCCC1=O | 0.0% | -1.7% | 1.1% | 12% | 11% | -1% | 5% | -5% | -14% | Dengue-2 NS5 capping pilot replicate=3.3
Cc1ccc2[nH]c(C(=O)N3CCOCC3)cc2c1 | -1.8% | -0.7% | 0.7% | 6% | 3% | -10% | -3% | 6% | -2%
CCCCNC(=O)Cn1cnc2sc(C(=O)OCC)c(C)c2c1=O | 7.6% | -1.3% | 0.5% | 0% | 1% | 4% | 2% | 5% | -5%
Cc1nc(-c2cccc(NS(C)(=O)=O)c2)cs1 | 4.9% | -1.1% | nt | 9% | 14% | 1% | 10% | 0% | -12%
CCOC(=O)CCCNC(=O)CCCNC(=O)C(c1ccccc1)c1ccccc1 | -1.6% | 2.6% | -0.8% | -4% | -6% | -9% | 1% | 5% | -8%
CCOc1ccc(C2/C(=C(\O)c3ccc4c(c3)OCCO4)C(=O)C(=O)N2Cc2cccnc2)cc1OCC (configuration not stated) | 0.3% | -1.3% | 1.1% | 0% | 5% | -2% | 6% | 0% | -11%
CCn1cc(C(=O)N[C@@H](CCSC)C(=O)NCCCN2CCOCC2)c(=O)c2cc3c(cc21)OCO3 | -0.3% | -1.3% | 0.6% | 0% | 5% | 3% | -29% | 2% | 7%
COc1cccc(CNS(=O)(=O)c2ccc3c(c2)CC(C)N3C(C)=O)c1 (configuration not stated) | 0.1% | 2.1% | 10% | -9% | 5% | -13% | 9% | -1% | -5%
CCCCn1c(SCC(=O)NCc2ccco2)nc2c(sc3ccccc32)c1=O | -0.5% | 0.4% | 2.5% | -8% | 10% | 3% | -8% | 28% | 15% | Dengue-2 NS5 capping pilot replicate=3.5
O=c1[nH]c(NCCO)c(N=Cc2ccccc2)c(=O)[nH]1 | -0.5% | nt | -1.8% | nt | 15% | 44% | 1% | nt | nt
O=C(NCc1ccccc1)C(c1cccnc1)N(C(=O)c1ccccn1)c1ccc(F)cc1 (configuration not stated) | 1.1% | -1.3% | 0.5% | 3% | 8% | 6% | 3% | -5% | -9%
CC1=NN(C(C#N)c2ccccc2)C(C)(C)C1 (configuration not stated) | 0.3% | -1.1% | 1.6% | nt | nt | 2% | 10% | -9% | 15%
CCC(O)(c1ccc(OC)cc1)C(CN1CCOCC1)c1ccccc1 (configuration not stated) | -1.2% | 2.1% | -0.1% | -9% | 8% | -12% | 0% | 5% | -2%
O=C(NCC1CCCO1)c1ccccc1-c1nc(-c2ccc(F)cc2)no1 (configuration not stated) | 10% | -2.8% | 1.8% | -1% | 15% | 1% | 2% | -6% | -3%
COCCN1C(=O)C(O)=C(C(C)=O)C1c1ccc(OC)c(OC)c1 (configuration not stated) | 1.4% | 6.5% | -0.1% | -5% | -5% | 1% | 4% | 13% | 6%
O=C(OCc1ccccc1)/C(=C/c1cccc([N+](=O)[O-])c1)NC(=O)c1ccco1 | -0.2%[50 µM] | 1.4% | 9.6% | 4% | 5% | 11% | 7% | 1% | 13%
Cc1ccc(OCC(=O)N2CCCc3ccccc32)cc1 | 1.5% | 2.5% | 11% | -10% | 6% | 9% | 3% | -6% | -2%
Cc1ccc(C(=O)C(C)OC(=O)Cc2n[nH]c(=O)c3ccccc23)cc1 (configuration not stated) | 1.4%[50 µM] | nt | 3.4% | 0% | 6% | -3% | 7% | nt | nt
COc1ccc(N=C2C(=O)N3CCCc4cccc2c43)cc1 | -3.6% | -1.9% | 2.9% | 2% | 6% | -2% | 9% | 0% | -6%
CCN(CC)S(=O)(=O)c1cc(C(=O)Oc2ccccc2OC)ccc1OC | 0.6% | -0.5% | 0.9% | 5% | 0% | -7% | 3% | -2% | 5% | Dengue-2 NS5 capping pilot replicate=-2.3
O=C(Nc1ccc(F)cc1)N(CCCN1CCOCC1)Cc1cc2cc3c(cc2[nH]c1=O)OCO3 | -0.3% | -2.0% | -2.4% | -11% | 0% | 4% | 12% | 5% | 11%
O=C(NCCN1C(=O)S/C(=C/c2ccccc2)C1=O)C1CC(=O)N(Cc2ccccc2)C1 (configuration not stated) | 0.9%[50 µM] | nt | 0.8% | nt | nt | 4% | 7% | nt | nt
COc1ccc(Nc2nc(C)nc3c2nnn3Cc2ccccc2)cc1OC | 0.2% | -3.4% | -0.2% | 4% | 8% | 6% | 7% | 7% | 6%
COc1ccc(OC)c(/C=N/NC(=O)CCc2ccc(O)c(O)c2)c1 | 1.3% | -2.5% | 0.6% | 1% | 19µM* | -6% | -1% | 0% | 3%
COc1cc(CNc2cc(C)ccc2C)cc(OC)c1OC | 5.6% | -2.2% | 0.6% | -4% | 12% | 0% | 6% | 13% | 7%
Cc1cc(NS(=O)(=O)c2c(C(=O)N3CCOCC3)c(C)n(C)c2C)ccc1Br | 0.0% | -0.1% | 1.0% | -6% | 25% | -19% | 7% | -1% | 3%
COc1ccccc1NC(=O)CN(Cc1ccco1)C(=O)c1cccs1 | 0.7% | 3.3% | 3.2% | 20% | 5% | 3% | 5% | -2% | -14% | Dengue-2 NS5 capping pilot replicate=0.6
CCCCC(=O)NS(=O)(=O)c1ccc(N=NN2CCCCC2)cc1 | 0.6%[50 µM] | 3.7% | 0.9% | 18% | 0% | -8% | 5% | 13% | 3%
CCOc1ccc(CC(=O)C2C(=O)CC(C)(C)CC2=O)cc1OCC | 1.2% | -0.6% | -0.2% | -16% | 6% | -13% | 6% | -4% | 0%
CCc1c(C)sc(NC(=O)c2cc(-c3ccc(OC)c(OC)c3)on2)c1C#N | 0.3% | -0.8% | 0.8% | -12% | 4% | -6% | -1% | -7% | 15%
Cc1ccc(C(=O)NNC(=O)c2ccncc2)cc1S(=O)(=O)N1CCOCC1 | 1.3%[50 µM] | nt | -1.9% | 6% | 14% | -12% | 9% | nt | nt
Cc1nnc(N2C(=O)c3cccc4c([N+](=O)[O-])ccc(c34)C2=O)s1 | -2.3% | 0.9% | -0.2% | -23% | 8% | 21% | -13% | 8% | -5%
COc1cccc(-c2nc(NCc3ccco3)c3ccccc3n2)c1O | 1.7% | -2.8% | 1.8% | nt | nt | 3% | 3% | 0% | -8%
CCOC(=O)c1cc(NC(=O)CSCCO)ccc1Cl | -1.1% | 2.2% | 2.4% | 6% | 6% | 1% | 10% | -10% | 1%
Cc1cc(C)c(OCC(=O)NCC2CCCO2)c(C)c1 (configuration not stated) | 0.3% | 1.3% | -0.5% | 1% | 5% | -1% | 5% | 6% | 0%
Cc1nc([N+](=O)[O-])c(Br)n1Cc1ccccc1 | ? | -0.4% | 4.7% | 6% | 13% | -13% | 10% | 7% | 3%
Cc1cc(NC(=O)CCc2ccccc2)c([N+](=O)[O-])cc1C | 0.4% | 1.9% | 3.3% | 2% | 11% | 1% | 6% | -5% | -16%
